Compound activity as filed in PubChem BioAssay.
Neddyl block = blocks human cullin neddylation. P61081+Q13564. TR-FRET cullin neddylation, biochemical. calls only at 25 µM. 360,000 compounds, 0.58% hits. AID 651699; in the data active = inhibition above about 36%
NadD inh = NadD (S. aureus) enzyme inhibition. inhibition, % at 20 µM. 360,000 compounds, 0.78% hits. purified NadD enzyme, colorimetric absorbance read-out; in the data active = inhibition above about 26%; note: some compounds past the cut are filed as inactive
SKN-1 block = C. elegans SKN-1 inhibition; C. elegans VP596 Pgst-4::GFP/RFP ratio, acrylamide-induced, 24 h; inhibition, % at 21.8 µM; 360,000 compounds, 0.49% hits; AID 624304;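 active = interference check ratio from 0.5 to 1.5 plus GFP to RFP signal ratio inhibition reaching or exceeding a fixed threshold, cut at about 30% in these data, passing the limit was not always enough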; note: some compounds called inactive have numbers as strong as hits
DNMT1 inh = blocks human DNA methyltransferase DNMT1; DNMT1 molecular beacon, Hinp1I cleavage, fluorescence; P26358; inhibition (reported as % activation of signal), % at 10 µM; 360,000 compounds, 0.83% hits; in the data active = inhibition above about 50%
Target sequence (P26358 504-1616 limits assumed): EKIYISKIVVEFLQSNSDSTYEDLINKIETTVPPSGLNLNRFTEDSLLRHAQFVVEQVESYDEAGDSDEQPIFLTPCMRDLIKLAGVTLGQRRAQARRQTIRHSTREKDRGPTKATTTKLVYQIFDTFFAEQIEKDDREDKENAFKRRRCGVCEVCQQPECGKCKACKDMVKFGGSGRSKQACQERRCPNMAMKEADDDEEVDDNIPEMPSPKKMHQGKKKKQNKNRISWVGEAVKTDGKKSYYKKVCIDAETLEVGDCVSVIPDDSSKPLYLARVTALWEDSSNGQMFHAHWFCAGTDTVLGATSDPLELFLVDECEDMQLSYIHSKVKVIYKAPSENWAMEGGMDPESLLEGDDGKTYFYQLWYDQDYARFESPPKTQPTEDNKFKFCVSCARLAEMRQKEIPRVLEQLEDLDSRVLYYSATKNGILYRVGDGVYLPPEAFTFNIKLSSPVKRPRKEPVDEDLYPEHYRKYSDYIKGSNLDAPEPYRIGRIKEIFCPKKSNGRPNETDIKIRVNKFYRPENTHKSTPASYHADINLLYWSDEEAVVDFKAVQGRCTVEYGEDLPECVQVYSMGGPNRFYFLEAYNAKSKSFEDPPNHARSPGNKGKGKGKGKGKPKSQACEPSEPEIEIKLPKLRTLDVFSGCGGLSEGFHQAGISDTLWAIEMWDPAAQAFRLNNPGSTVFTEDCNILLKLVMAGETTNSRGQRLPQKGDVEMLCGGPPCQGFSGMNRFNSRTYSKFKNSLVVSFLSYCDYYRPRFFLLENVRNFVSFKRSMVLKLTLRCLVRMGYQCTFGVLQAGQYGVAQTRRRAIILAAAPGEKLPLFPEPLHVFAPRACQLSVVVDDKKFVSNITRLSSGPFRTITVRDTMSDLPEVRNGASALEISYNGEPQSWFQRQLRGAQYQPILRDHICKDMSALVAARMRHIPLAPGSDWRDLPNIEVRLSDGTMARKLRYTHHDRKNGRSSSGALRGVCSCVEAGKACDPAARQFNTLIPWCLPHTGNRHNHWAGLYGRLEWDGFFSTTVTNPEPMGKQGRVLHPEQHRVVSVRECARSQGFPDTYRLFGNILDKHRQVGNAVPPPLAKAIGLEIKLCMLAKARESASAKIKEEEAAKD
CendR NRP1 mod = modulators of CendR peptide binding to human neuropilin-1; FAM-RPARPAR peptide binding to NRP-1, fluorescence polarization; 360,000 compounds, 0.85% hits; inhibition, % at 25 µM;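 active = inhibition or corrected inhibition above about 18%, plus a signal ratio from 0.5 to 1.5, limit read from the data, passing the limit was not always enough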; note: strong numbers were not always called active
LMPTP inh = LMPTP (human) inhibition; inhibition, % at 20 µM; recombinant LMPTP-A, OMFP fluorogenic substrate, fluorescence intensity; 360,000 compounds, 0.22% hits;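 active = compounds that cut the enzyme signal by at least half of the control window in the single-dose screen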;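 note: plate controls were DMSO wells with enzyme plus substrate for no effect and substrate without enzyme for full effect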
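Test system – LMPTP-A phosphatase enzyme · Quantity – 0.625 nM LMPTP-A final · Reagent – OMFP substrate, 400 µM final · Dosing – one test concentration per compound, 20 µM, with 3% DMSO overall · Timing – 50 min enzyme reaction at room temperature, protected from light · Detection – fluorescence intensity · Controls – substrate-only low control, DMSO enzyme-plus-substrate high control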
TbMetRS inhib = blocks T. brucei methionyl-tRNA synthetase activity; 360,000 compounds, 0.4% hits; purified T. brucei MetRS, ATP depletion, Kinase-Glo luminescence; inhibition, % at 11.9 µM; AID 624268;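 active = inhibition above a per-plate cutoff of the control wells' mean inhibition plus 3 SD, cut at about 5.5% in these data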;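 note: 0% = DMSO wells median and 100% = median of wells with control inhibitor compound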
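Material: T. brucei methionyl-tRNA synthetase, purified; reagent: substrates ATP, L-methionine and bulk Escherichia coli tRNA; dosing: 11.9 µM single point; timing: 15 min plus 2 h at 25 °C; detection: luminescence of leftover ATP; evaluation: % inhibition; control set: DMSO-only wells as low control; replicates: singlicate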
Scp1 inh = blocks human Scp-1 phosphatase activity. Q9GZU7. inhibition, % at 20 µM. 340,000 compounds, 0.88% hits. Recombinant Scp1, phosphopeptide, malachite green phosphate absorbance. AID 493091;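 active = inhibition above about 50% at 20 µM, limit read from the data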;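 note: plate controls were DMSO wells with enzyme for no effect and wells lacking enzyme for full effect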
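System: truncated SCP-1 phosphatase (76-261aa); medium: Tris acetate buffer pH 5.5 with MgCl2 and Tween-20; incubation: 45 min room-temperature reaction, 5 min colour, 30 min stabiliser; compound: single 20 µM dose, 1% DMSO; reagent: Phosphorylated 17-residue peptide substrate; read-out: % inhibition at 20 µM; technique: colorimetric free-phosphate detection, absorbance 630 nm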
SUMO1 PPI mod = SUMO1-SIM interaction modulation; P63165; 360,000 compounds, 0.33% hits; AID 602429; inhibition, % at 20 µM; SUMO1 binding to a labelled peptide, TR-FRET, 1 h; in the data active = inhibition above about 37%
STEP block = STEP (human) phosphatase inhibition | 360,000 compounds, 0.25% hits | recombinant STEP, OMFP fluorogenic substrate, fluorescence | AID 588621 | inhibition, % at 20 µM;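 active = inhibition at 20 µM, scaled per plate between control wells, above about 37%, limit read from the data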;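 note: 0% = DMSO with enzyme and substrate and 100% = substrate only without enzyme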
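Also added – OMFP at 25 µM · Test system – STEP tyrosine phosphatase · Technique – FITC-channel fluorescence of OMFP product · Schedule – 20 min at room temperature, dark · Evaluation – control-normalized % inhibition with plate pattern correction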
The depositor's hits bear a star; i = inactive; . = not tested or not shown.

SMILES	Neddyl block	NadD inh	SKN-1 block	DNMT1 inh	CendR NRP1 mod	LMPTP inh	TbMetRS inhib	Scp1 inh	SUMO1 PPI mod	STEP block
CCOc1ccc(NC(=O)CSc2ccc3nnc(-c4cccnc4)n3n2)cc1	i	-2	-7	2	12	-2.1	0.5	1	4	-4
COc1ccc(CN2CCN(C(=O)C3CCC(CNS(=O)(=O)c4ccc(C)cc4)CC3)CC2)c(OC)c1OC (stereo unspecified)	i	-1	-5	2	-4	0.9	-1.1	8	-1	-1
COc1ccc(N(CC(=O)Nc2cccc(C(C)=O)c2)S(=O)(=O)c2ccc(NC(C)=O)cc2)cc1	i	2	3	12	7	0.1	-0.2	-9	4	-2
CCC1(c2ccccc2)NC(=O)N(CC(=O)Nc2ccc(N3CCOCC3)cc2)C1=O (stereo unspecified)	i	-9	-17	1	-17	-0.4	-0.3	-7	0	1
CCOC(=O)COc1cc(N2C(=O)CSCC2=O)c(Cl)cc1Cl	i	-5	7	-4	-17	-0.5	-0.3	4	2	-1
N=C1SCC(=O)N1c1ccc(Cl)cc1	i	-1	-6	4	3	-1.1	1.0	-1	2	0
C/C=C(\C)CN1CCN(c2ccccc2F)CC1	i	10	4	-2	-5	1.5	-0.2	-6	-5	-1
CCc1nc2ccc(C(=O)Nc3ccc4c(c3)OCC(=O)N4)cn2c1N(C)Cc1nccn1C	i	4	3	-5	1	0.2	0.1	.	2	-2
CC(CC#CCN1CCOCC1)OCCC#N (stereo unspecified)	i	7	2	-7	11	0.7	-0.5	-10	1	-2
COc1ccc(N2C(=O)N3[C@@H]4c5ccccc5OC[C@@H]4[C@@H](c4ccccc4)[C@@]3(C)C2=O)cc1	i	-6	-7	2	-5	0.5	-0.4	-18	3	2
COC(=O)c1cc(S(=O)(=O)N2CCN(C3CCCCC3)CC2)c[nH]1	i	-4	8	3	2	-1.1	0.1	-7	4	-2
O=S(=O)(NCc1ccc2c(c1)OCO2)c1ccc(Cl)s1	i	-13	-10	-2	-7	1.5	-0.3	-5	1	1
CC(=O)Nc1ccc(NC(=O)CNC(=O)c2cccc(C)c2)cc1	i	1	-1	-4	2	0.7	0.1	-1	-1	0
CC1CCc2c(C(=O)NCCN3CCOCC3)csc2C1 (stereo unspecified)	i	1	-8	6	1	-1.1	-1.2	-3	-4	2
CCC(C)c1ccc(NC(=S)NCc2cccnc2)cc1 (stereo unspecified)	i	0	3	0	2	-1.4	0.0	1	2	3
Cc1cc(OCc2cc(C(=O)N3CCC(Oc4cccnc4)CC3)no2)cc(C)c1Cl	i	12	0	-3	1	7.6	-0.1	1	-3	1
CCOC(=O)C1=C(COC(=O)COc2ccccc2OCC)NC(=O)NC1C (stereo unspecified)	i	1	18	2	-12	-0.2	-0.2	-2	-2	0
CCN1CCc2nc3ccccc3c(C(=O)Nc3ccc(NC(C)=O)cc3)c2C1	i	0	6	1	-6	-1.7	-0.1	-11	-7	1
CCN(Cc1nc(-c2cccc(Cl)c2)no1)CC1CCCO1 (stereo unspecified)	i	10	6	1	7	0.1	-0.5	-4	-3	-2
O=C(CSCCO)Nc1nccs1	i	1	-12	4	5	-0.6	-0.5	-11	2	-1
CCN1C(=O)[C@H]2[C@@H](c3ccc(-c4ccc(F)cc4)c(OC)c3)N3CCC[C@@]3(C(=O)OC)[C@H]2C1=O	i	5	-2	-3	-8	-1.9	-0.3	1	-5	2
Cc1ccc(C(=O)NC2CC(C)(C)NC(C)(C)C2)cc1S(=O)(=O)N1CCOCC1	i	-8	1	2	-10	0.4	-0.5	-6	5	-1
CCCN(C(=O)COC(=O)CCC(=O)c1ccccc1)c1c(N)n(Cc2ccccc2)c(=O)[nH]c1=O	i	-7	1	4	-3	-0.2	-0.4	.	2	0
NS(=O)(=O)c1ccc(NC(=O)CSc2nc3c(c(=O)[nH]2)CCCC3)cc1	i	-6	1	-1	-6	-0.1	0.3	-10	-6	0
CN(C)CCNC(=O)c1cc2c(s1)-c1ccccc1OC2	i	-4	1	6	-14	0.1	-0.6	-9	-14	-3

Reprinted from the part before: five entries, followed by the next part.
SMILES	Neddyl block	NadD inh	SKN-1 block	DNMT1 inh	CendR NRP1 mod	LMPTP inh	TbMetRS inhib	Scp1 inh	SUMO1 PPI mod	STEP block
CCN1C(=O)[C@H]2[C@@H](c3ccc(-c4ccc(F)cc4)c(OC)c3)N3CCC[C@@]3(C(=O)OC)[C@H]2C1=O	i	5	-2	-3	-8	-1.9	-0.3	1	-5	2
Cc1ccc(C(=O)NC2CC(C)(C)NC(C)(C)C2)cc1S(=O)(=O)N1CCOCC1	i	-8	1	2	-10	0.4	-0.5	-6	5	-1
CCCN(C(=O)COC(=O)CCC(=O)c1ccccc1)c1c(N)n(Cc2ccccc2)c(=O)[nH]c1=O	i	-7	1	4	-3	-0.2	-0.4	.	2	0
NS(=O)(=O)c1ccc(NC(=O)CSc2nc3c(c(=O)[nH]2)CCCC3)cc1	i	-6	1	-1	-6	-0.1	0.3	-10	-6	0
CN(C)CCNC(=O)c1cc2c(s1)-c1ccccc1OC2	i	-4	1	6	-14	0.1	-0.6	-9	-14	-3
CC(OC(=O)Cn1cnc2c1c(=O)n(C)c(=O)n2C)C(=O)NC(C)c1ccc(Cl)cc1Cl (stereo unspecified)	i	5	7	1	0	-1.1	-0.3	-5	9	0
ONC(=NCc1ccccc1)c1ccccc1	i	-2	1	-6	-2	-0.3	-0.3	7	2	1
COc1cccc(NC(=O)CN2C(=O)NC(CCc3ccccc3)C2=O)c1 (stereo unspecified)	i	3	9	-2	-9	0.1	-0.3	-8	3	-4
COc1cc(-c2ccccc2)nc(N)n1	i	0	18	-2	-7	0.0	-0.7	-5	4	3
CCOc1ccc2nc(NC(=O)CN3CCOCC3)sc2c1	i	-4	5	1	6	1.0	-0.8	-7	-1	0
COc1ccc2cc(C(=O)/C=C/c3cc(OC)c(OC)c(OC)c3)ccc2c1	i	5	7	-1	27*	2.3	0.0	-12	-11	-1
CCCCN(CCCNC(=O)C1CCN(S(=O)(=O)N2CCOCC2)CC1)c1ccccc1	i	5	-6	0	10	-1.1	0.0	2	-1	-2
CC1CN(C(=O)CCn2c(=O)oc3ccccc32)CC(C)O1 (stereo unspecified)	i	-2	-15	0	0	-0.1	-1.2	1	-3	-2
Cn1c(C(=O)NCc2cccnc2)cc2sccc21	i	-6	8	-3	-5	0.8	-0.1	-3	0	2
C[C@H]1CN([C@@H](C)CO)C(=O)CCCn2cc(nn2)CO[C@@H]1CN(C)S(C)(=O)=O	i	-5	-12	5	-3	-1.0	-1.9	.	1	0
CCOc1ccc(CN2CCCC(CNC(=O)c3ccc(F)cc3)C2)cc1CO (stereo unspecified)	i	-6	8	-3	1	-0.4	-0.4	-9	-2	-2
CCN(CCCNC(=O)C1CCN(S(=O)(=O)N2CCOCC2)CC1)c1cccc(C)c1	i	4	-6	-3	5	-2.0	-0.1	3	2	-2
FC(F)(F)c1cc(-c2ccco2)nc(NCc2cccs2)n1	i	24	8	-10	-24	2.0	-0.2	-11	-3	-1
Cn1ncc(Cl)c1C(=O)N1CCOCC1	i	-1	0	6	7	-1.2	-0.3	-1	0	-1
CC(=O)N1C(=O)/C(=C2\SC(=S)N(NS(=O)(=O)c3ccc(C)cc3)C2=O)c2ccccc21	i	20	4	4	-1	3.7	-0.4	-3	3	11
COCCOc1cc(NC(=O)c2cccc(OC)c2)c(Cl)cc1Cl	i	-5	8	0	22	1.5	0.1	-9	4	3
COc1cc2c(cc1OC)C(=O)CCC2	i	-6	16	-2	7	-1.0	-0.4	-8	-10	0
Cc1cccc(NC(=O)CCN2C(=O)c3ccccc3C2=O)n1	i	2	-2	-1	-4	-0.3	-0.2	-7	-8	-1
O=C(NC1(C(F)(F)F)N=C2SCCN2C1=O)c1ccco1 (stereo unspecified)	i	2	6	-1	9	-0.7	-0.2	-3	-3	-4
COc1ccc(Cl)cc1NC(=O)CNC(c1ccccc1)c1ccccc1	i	12	-7	-6	13	3.2	-0.8	7	3	0
CN(C)c1ccc(C(C(=O)NCC2CCCO2)N(Cc2ccco2)C(=O)c2snc(C(N)=O)c2N)cc1 (stereo unspecified)	i	-6	6	2	-6	-0.8	0.1	1	-7	0
CCc1ccc(C(=O)C(C)OC(=O)CNS(=O)(=O)c2ccc(C)cc2)cc1 (stereo unspecified)	i	-9	-11	2	2	0.6	-0.5	-9	4	0
COc1cc(OC)c(OC)cc1CN1CCN(Cc2ccc(C(F)(F)F)cc2)CC1	i	0	-16	10	5	-2.1	-0.2	-4	5	3
COCCCNC(=O)c1ccccc1Oc1ccccc1	i	-2	4	5	6	-0.1	-0.8	-7	3	5
COc1ccc(-c2cn3ccc(C)cc3n2)cc1	.	-6	-10	2	-1	-0.3	-2.8	3	3	-5
SMILES	Neddyl block	NadD inh	SKN-1 block	DNMT1 inh	CendR NRP1 mod	LMPTP inh	TbMetRS inhib	Scp1 inh	SUMO1 PPI mod	STEP block
CC(c1ccco1)N(C(=O)Nc1ccccc1)C1CCCCC1 (stereo unspecified)	i	0	16	-1	6	-0.2	-0.6	-5	0	0
CCc1nnc(NS(=O)(=O)c2ccc(NC(=O)COc3ccc(Cl)c(C)c3)cc2)s1	i	10	-5	-3	-9	-0.1	2.2	-12	12	-1
CCC(=O)Nc1ccc(C(=O)NNC(=O)COc2cccc(C)c2)cc1	i	1	-1	0	-10	3.6	0.9	1	-2	-3
CCOC(=O)c1cc(C(=O)OCC)cc(-n2cc(O)c(C(=O)OCC)n2)c1	i	-4	8	3	2	0.0	-0.4	2	0	1
COc1ccc(OCC#CCNC(C)(C)C)cc1	i	1	-16	0	5	-0.9	-0.4	-6	2	-2
O=C1c2ccccc2C(c2nnnn2-c2ccc3c(c2)OCCO3)N1Cc1ccco1 (stereo unspecified)	i	-4	2	.	4	-1.9	-1.3	.	0	.
CC(C)CNC(=S)NC1CC2CCC(C1)N2Cc1ccccc1 (stereo unspecified)	i	-7	-1	7	5	-0.8	-0.7	1	1	-2
Cc1ccc(CNC(=O)CNC(=S)N(Cc2ccccc2)Cc2cccnc2)cc1	i	-1	-6	-1	-13	-0.2	-0.9	-7	4	2
O=C(CSc1ccc2c(c1)OCCO2)Nc1ccc(N2CCOCC2)cc1	i	0	1	-1	8	-0.9	-0.4	1	1	-2
CCOc1cc(C(=O)Nc2ccccc2N2CCN(S(C)(=O)=O)CC2)cc(OCC)c1OCC	i	2	4	-4	2	-0.9	-0.3	1	-4	3
CC1Cc2ccccc2N1C(=O)CNCCCN(C)C (stereo unspecified)	i	6	-7	0	12	-10	-0.4	-2	-6	-6
CC(C)(C)C(=O)c1cn(CC(=O)O)c2ccccc12	i	7	2	-2	2	-0.9	-1.9	7	2	-2
O=C(CSc1n[nH]c(-c2ccccc2)n1)NC(=O)NCc1ccco1	i	14	8	65*	-27	17	-0.7	68*	14	6
